Source: PubChem
EPAC2 antag – EPAC2 (human) antagonism; Q8WZA2; Potency, µM (top dose mostly 114 µM), for the others: at the top dose activity, negative = inhibition, hits mostly inhibitors; EPAC2 GEF exchange of Rap1B-BODIPY-GDP, fluorescence; 360,000 tested, 0.18% active; note: potency is the fitted concentration of half-maximal effect; % is set by controls: 0 for no effect and ±100 for the full control effect; nearly all actives have a fitted effect of over 45% in size; many of its hits are not listed in these tables
D3 antag – D3 dopamine receptor (human) antagonism | 360,000 tested, 2.5% active | P35462 | max response, negative = inhibition, % | D3R cells, DiscoveRx beta-arrestin luminescence, antagonist mode; stronger effect = lower value; in the data active = max response below about -50%; inconclusive = no clear call, values can overlap the other calls; note: % is set by controls: 0 for no effect and ±100 for the full control effect; mostly tested at two doses, the higher about 12 µM
Target sequence (P35462 whole entry, looked up): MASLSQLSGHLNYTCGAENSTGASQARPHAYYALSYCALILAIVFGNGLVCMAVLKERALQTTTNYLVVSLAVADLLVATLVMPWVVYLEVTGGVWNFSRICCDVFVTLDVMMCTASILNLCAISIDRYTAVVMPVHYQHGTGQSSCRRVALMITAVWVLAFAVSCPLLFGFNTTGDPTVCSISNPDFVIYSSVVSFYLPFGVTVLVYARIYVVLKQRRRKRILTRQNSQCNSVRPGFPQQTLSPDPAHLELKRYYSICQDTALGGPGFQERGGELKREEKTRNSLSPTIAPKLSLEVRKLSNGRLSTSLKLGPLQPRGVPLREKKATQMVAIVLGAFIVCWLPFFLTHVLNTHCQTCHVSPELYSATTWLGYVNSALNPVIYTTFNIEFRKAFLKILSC
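Cells expressing the human receptor were seeded at 1500 cells/well, incubated overnight at 37 degrees C in 5% CO2, then exposed to library compounds with dopamine controls for 90 minutes at 37 degrees C before luminescent detection.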
PTHR1 agonist – PTHR1 (human) receptor agonism | AID 743266 | Q03431 | Potency, µM (titrated, usually from 115 µM), for the others: top-dose activation, actives largely listed as activators | HEK293 GP2 PTHR1 cells, GloSensor cAMP luminescence, 1 h | 410,000 tested, 0.075% active; note: potency is the fitted concentration of half-maximal effect; nearly all actives have a fitted effect of over 55% in size; some results filed as inactive show a strong effect at the top dose; inactives centre near -15; many of its hits are not listed in these tables
Target sequence (Q03431 whole entry, looked up): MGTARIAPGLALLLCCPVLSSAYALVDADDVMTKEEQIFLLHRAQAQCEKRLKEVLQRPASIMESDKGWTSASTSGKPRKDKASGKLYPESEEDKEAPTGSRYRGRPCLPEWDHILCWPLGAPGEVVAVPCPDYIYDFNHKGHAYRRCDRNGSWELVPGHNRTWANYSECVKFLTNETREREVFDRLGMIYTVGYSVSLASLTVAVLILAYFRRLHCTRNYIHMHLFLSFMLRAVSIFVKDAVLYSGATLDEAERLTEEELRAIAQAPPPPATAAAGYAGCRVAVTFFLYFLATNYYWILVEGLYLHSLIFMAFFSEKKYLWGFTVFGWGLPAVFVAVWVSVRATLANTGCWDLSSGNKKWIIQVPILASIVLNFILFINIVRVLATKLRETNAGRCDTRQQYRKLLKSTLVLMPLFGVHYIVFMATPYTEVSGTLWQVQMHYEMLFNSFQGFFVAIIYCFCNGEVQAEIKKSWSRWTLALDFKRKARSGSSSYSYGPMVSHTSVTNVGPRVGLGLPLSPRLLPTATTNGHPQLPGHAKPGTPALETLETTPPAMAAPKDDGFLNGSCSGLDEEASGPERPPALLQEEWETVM
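HEK-293-derived GP2 cells expressing PTHR1 and a GloSensor cAMP reporter, 3,000/well, plated overnight, given luciferin plus IBMX (each 0.5 mM as added) for 1 h at 37 °C, then compound for 1 h at 37 °C. Luminescence was read after 15 min at room temperature.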
Akt phos inh – inhibitors of Akt phosphorylation. Neuro2A IGF-stimulated pAkt S473 HTRF, 20 min; stronger effect = lower value. activity change, % for hits at 50 µM. 360,000 tested, 0.32% active. AID 651550; in the data active = activity change below about -80%; inconclusive = mostly about -51% to -80%; note: % is set by controls: 0 for no effect and ±100 for the full control effect
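Neuro2A cells (4,500/well, DMEM with 0.5% FBS) were treated with compound at a single 50 µM final concentration, stimulated with 6 nM IGF for 20 min at 37 °C, and lysed. Phospho-Akt Ser473 was read by HTRF as 665/615 ratio ×10^4.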
DRD3 agonist – agonists of human D3 dopamine receptor; AID 652048; D3R DiscoveRx beta-arrestin cells, luminescence, 90 min; max activation, %; 410,000 tested, 0.58% active; P35462; in the data active = max activation above about 30%; note: 0% is about no effect; mostly tested at two doses, the higher about 12 µM
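Agonist mode: compounds and dopamine controls were applied to plated cells for 90 min at 37 degrees C after an overnight attachment at 1500 cells/well. Luminescent read-out followed 30 - 60 minutes at room temperature with DiscoveRx detection reagent.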
CCT chaperon mod – modulators of cytosolic chaperonin (CCT/TRiC) activity | purified chaperonin ATPase assay, HTRF ADP detection, 30 min | activity change, % (concentration not given with the values), hits read low | 360,000 tested, 0.3% active | AID 651819; in the data active = activity change below about -30%; note: % is set by controls: 0 for no effect and ±100 for the full control effect
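Nucleotide hydrolysis assay: TRiC at 20–40 nM final (set by batch activity) with 10 uM ATP, 30 min at 37 °C, in presence of 76 uM compound. Detection by competitive ADP HTRF, 30 min ambient.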
MmCpn inh – M. maripaludis TRiC chaperonin inhibition. purified Mm-Cpn ATPase, ADP Transcreener TR-FRET. 330,000 tested, 0.031% active. AID 504842. Potency, µM (series often up to 76.9 µM), for the others: at the top dose activity, negative = inhibition, hits mostly inhibitors; note: potency is the fitted concentration of half-maximal effect; % is set by controls: 0 for no effect and ±100 for the full control effect; nearly all actives have a fitted effect of over 80% in size
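Quantitative HTS used 25 nM Mm-CPN and 10 uM ATP in magnesium/KCl Tris buffer, pH 7.4, with 1 mM DTT. Hydrolysis ran 30 min at 37°C; ADP was read by HTRF.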
EPAC2 ag – EPAC2 (human) agonism. Q8WZA2. EPAC2 activation, biochemical qHTS; response scale: 100% = 6.5 mM cAMP response. Potency, µM (highest dose often 154 µM), for inactives: at the highest dose activation, most hits filed as activators. 360,000 tested, 0.079% active. AID 720711; note: potency is the fitted concentration of half-maximal effect; nearly all actives have a fitted effect of over 50% in size
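Exchange assay: 100 nM EPAC2 with 250 nM Rap1B-BODIPY-GDP and 50 uM GDP. Fluorescence (ex 480/em 540 nm) read every 5 min for 30 min at room temperature. Data normalized to 6.5 mM cAMP as agonist control.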
* marks the source's active call; other numbers are inactive results; i = inactive; ? = inconclusive; / = no result given; [ ] = dose if it differs, or a comment. Unless noted, calls come from the whole dose curve; as a rule, active = well fitted curve in the direction sought with a large enough effect; inconclusive = small, poorly fitted or top-dose-only effect, or another doubt; inactive = no such curve, though single readings can be large; an effect the other way counts as inactive or inconclusive.

Under each structure: EPAC2 antag	D3 antag	PTHR1 agonist	Akt phos inh	DRD3 agonist	CCT chaperon mod	MmCpn inh	EPAC2 ag
> O=C(NCCN1CCN(c2ccc([N+](=O)[O-])cc2)CC1)NCc1ccccc1
→ 4%	0	-56%[inhibitor]	i	-1	-1.4	-7%	2%
> COc1ccc(NC(=O)c2nn(C)cc2[N+](=O)[O-])cc1
→ 4%	9	i	i	5	-1.4	0%	0%
> Cc1ccc(-n2ncc3c(NNC(=O)c4ccco4)ncnc32)c(C)c1
→ 8%	-6	-24%	i	-4	1.2	0%	-5%
> O=C(NCc1cccs1)c1ccc2ccccc2n1
→ -18%	0	i	i	7	2.0	2%	13%
> CCN(CC)C(=O)CSc1nc2nc(C)cc(C)c2c(=O)[nH]1
→ -2%	-11	i	i	-7	-4.1	-3%	14%
> Cc1ccc(N2C(N)=C(C#N)C(c3ccsc3)C3=C2CC(C)(C)CC3=O)cc1 (configuration not stated)
→ 4%	?	3%[57.5 µM]	i	-1	3.7	1%	12%
> O=c1[nH]c2cc3ccccc3cc2nc1-c1nnnn1Cc1ccccc1
→ 10%	-3	-23%	i	-9	-0.1	/	-1%
> CCOC(=O)COn1c(=O)c(-c2ccccc2)[n+]([O-])c2ccccc21
→ 3%	17	i	i	4	0.4	3%	9%
> CCOCCCNC(=O)c1ccc2c(=O)n(CCCOCC)c(=S)[nH]c2c1
→ -16%	-5	-9%	i	-6	-1.5	2%	0%
> O=C(CS(=O)(=O)Cc1ccccc1)N1CCN(c2cccc(C(F)(F)F)c2)CC1
→ -3%	?	-7%[57.5 µM]	i	-2	-1.1	-1%	-11%
> CN1/C(=C\C(=O)COC(=O)c2ccc([N+](=O)[O-])o2)C(C)(C)c2ccccc21
→ -2%	8	i	i	2	1.6	2%	5%
> S=c1[nH]c2ccccc2c2ccccc12
→ -11%	4	i	i	-1	0.4	-19%	2%
> CCOc1ccc(CNc2ccc(N3CCN(Cc4ccccc4)CC3)cc2)cc1
→ 14%	-62*	-13%	i	-21	0.6	-3%	-2%
> COc1ccc(C(O)c2nc(-c3ccc(C)c(C)c3)cs2)cc1 (configuration not stated)
→ -22%	9	-35%[inhibitor]	i	6	0.9	/	25%
> c1ccc(-n2nnnc2-c2cccc3ccccc23)cc1
→ -17%	16	i	i	-1	-0.5	/	19%
> COc1ccccc1NS(=O)(=O)c1cc(C(=O)N2CCN(C(=O)c3ccco3)CC2)ccc1F
→ -6%	11	-2%	i	4	-4.4	/	10%
> O=C(NC1=NCCS1)c1nc(-c2ccccc2)n(-c2ccccc2)n1
→ 4%	0	i	i	0	-1.2	-2%	-8%
> CC(=O)C1=C(C)NC2(O)c3ccccc3C(=O)C12O (configuration not stated)
→ 1%	-6	i	i	-9	0.6	-4%	-1%
> COC(=O)CSC1=C(C#N)C(c2ccc(F)cc2)CC(=O)N1 (configuration not stated)
→ -7%	-15	i	i	5	-2.3	0%	10%
> Nc1ccn([C@@H]2O[C@H](C(=O)N3CCN(c4ccc(Cl)cn4)CC3)[C@@H](O)[C@H]2O)c(=O)n1
→ 3%	22	i	i	9	-1.0	/	6%

7 compounds out of the list, arranged by number of heavy atoms, largest number first:
Under each structure: EPAC2 antag	D3 antag	PTHR1 agonist	Akt phos inh	DRD3 agonist	CCT chaperon mod	MmCpn inh	EPAC2 ag
> O=C(CS(=O)(=O)Cc1ccccc1)N1CCN(c2cccc(C(F)(F)F)c2)CC1
→ -3%	?	-7%[57.5 µM]	i	-2	-1.1	-1%	-11%
> Cc1ccc(N2C(N)=C(C#N)C(c3ccsc3)C3=C2CC(C)(C)CC3=O)cc1 (configuration not stated)
→ 4%	?	3%[57.5 µM]	i	-1	3.7	1%	12%
> CCOCCCNC(=O)c1ccc2c(=O)n(CCCOCC)c(=S)[nH]c2c1
→ -16%	-5	-9%	i	-6	-1.5	2%	0%
> Cc1ccc(-n2ncc3c(NNC(=O)c4ccco4)ncnc32)c(C)c1
→ 8%	-6	-24%	i	-4	1.2	0%	-5%
> CCOC(=O)COn1c(=O)c(-c2ccccc2)[n+]([O-])c2ccccc21
→ 3%	17	i	i	4	0.4	3%	9%
> COc1ccc(NC(=O)c2nn(C)cc2[N+](=O)[O-])cc1
→ 4%	9	i	i	5	-1.4	0%	0%
> O=C(NCc1cccs1)c1ccc2ccccc2n1
→ -18%	0	i	i	7	2.0	2%	13%

Following part.
Under each structure: EPAC2 antag	D3 antag	PTHR1 agonist	Akt phos inh	DRD3 agonist	CCT chaperon mod	MmCpn inh	EPAC2 ag
> O=C(Oc1coc(CSc2ncccn2)cc1=O)c1cccc([N+](=O)[O-])c1
→ -4%	20	i	i	13	-1.4	2%	8%
> CC(C)CCn1c(=O)c2ccccc2n2c(CCl)nnc12
→ -3%	-17	-17%	i	6	3.1	0%	9%
> CCOC(=O)C1CCCN(S(=O)(=O)c2ccc3c(c2)N(C(C)=O)CCO3)C1 (configuration not stated)
→ 6%	21	-43%[inhibitor]	i	-9	-5.8	1%	6%
> COc1cccc(-c2ncc3ccccc3c2COC(=O)c2ccc(C(F)(F)F)cc2)c1
→ 2%	0	0%	i	1	-2.7	1%	-5%
> COCC(C)n1c(SCc2ccc(OC)c(F)c2)nc2ccccc2c1=O (configuration not stated)
→ -26%	9	-10%	i	2	0.9	0%	3%
> O=C(Nc1ccccc1F)c1oc2ccccc2c1NC(=O)C1CC1
→ 3%	-10	-9%	i	-2	0.5	1%	-1%
> CCc1nc2c(OCc3ccc(OC)cc3)cccn2c1N(C)C(=O)c1ccc(OC)cc1
→ ?	-18	-4%	i	-6	1.8	/	16%
> COc1ccc(-c2ccc(SCC(=O)c3ccc(F)cc3)nn2)cc1OC
→ 12%	-2	-36%[inhibitor]	i	3	2.7	?	3%
> O=C(CCCN1C(=O)/C(=C/c2ccccc2Cl)SC1=S)Nc1ccccn1
→ -2%	0	-24%	i	0	0.1	-1%	-1%
> CN(Cc1ccccc1)c1ncnc(N)c1[N+](=O)[O-]
→ 2%	-3	-21%	i	-5	1.0	0%	9%
> O=C1c2ccccc2S(=O)(=O)N1CC(O)Cn1c2ccccc2c2ccccc21 (configuration not stated)
→ -2%	3	-7%	i	0	-3.5	1%	21%
> COc1ccc(C2NC(Cc3ccccc3)(C(=O)O)C3C(=O)N(c4ccccc4OC)C(=O)C23)cc1 (configuration not stated)
→ 13%	4	i	i	-4	-0.3	0%	17%
> COc1ccc(S(=O)(=O)N2CCC(n3cnc4ccccc43)CC2)cc1
→ -6%	7	i	i	1	-0.2	-2%	9%
> CCC(C(=O)Nc1c(C)cccc1C)n1c(-c2ccc(-c3ccccc3)cc2)nc2ccccc21 (configuration not stated)
→ -7%	-25	i	i	71*	/	/	2%
> Cc1c(CCOC(=O)CC23CC4CC(CC(C)(C4)C2)C3)sc[n+]1CC(=O)c1ccccc1
→ 1%	-8	-57%[inhibitor]	i	-8	0.7	1%	7%
> Cc1ccc(-n2nc3c(=O)n(CCCC(=O)NCCc4ccccc4C)nc(C)c3c2C)cc1
→ -8%	?	-9%	i	6	-3.1	-3%	5%
> O=C(C1CCN(S(=O)(=O)c2cccnc2)CC1)N1CCN(c2cccc(Cl)c2)CC1
→ 9%	-12	-36%[inhibitor]	i	18	-1.0	-4%	2%
> Cc1cc2nc(-c3ccc(SCC(=O)N4CCc5ccccc54)nc3)[nH]c2cc1C
→ 11%	-15	i	i	-4	-0.5	-3%	6%
> CCNC(=S)N/N=C/c1cc(C)n(-c2ccc(Cl)cc2)c1C
→ -4%	?	-4%	i	-10	-5.6	-1%	24%
> Cc1ccc(NC(=O)Nc2ccc3c(c2)CCC3)cc1
→ -2%	-9	-5%	i	-3	-2.0	1%	6%
> O=C(NCc1cccs1)c1csc(COCCO)n1
→ 10%	7	i	i	5	-0.8	/	4%
> Cc1ccc(C(=O)NCC(=O)OCCCOC(=O)CNC(=O)c2ccc(C)cc2)cc1
→ -11%	-2	-12%	i	2	-1.6	-2%	2%
> CCc1cccc(C)c1NC(=O)CN1CCN(S(=O)(=O)c2ccc(C(C)(C)C)cc2)CC1
→ -14%	-1	-24%	i	-11	-0.2	0%	6%
> O=Cc1c(NCc2cccc(F)c2)c2ccccc2[nH]c1=O
→ 7%	0	i	i	2	1.7	0%	10%
> CCOC(=O)c1ccccc1NC(=O)COC(=O)C1=COCCO1
→ -7%[57.1 µM]	0	-5%[57.5 µM]	i	4	0.0	1%	-3%
> O=C(CCN1CCCCC1)N/N=C/c1ccc(Br)cc1
→ 2%	8	i	i	-4	1.0	-2%	-5%
> Cc1c(CCOC(=O)c2ccc(N3CCOCC3)c([N+](=O)[O-])c2)sc[n+]1CC#N
→ -25%	-29	-15%	i	-7	0.8	1%	0%
> CCCc1cc(C(=O)Cc2ccccn2)c(O)cc1O
→ -14%	10	-26%	i	2	-4.8	-3%	7%
> Cc1oc(-c2ccccc2F)nc1CS(=O)CC(=O)NCc1cccs1 (configuration not stated)
→ -17%	-1	i	i	-2	0.7	-1%	-1%
> COC(=O)c1cc(Br)ccc1N(Cc1cc(OC)cc(OC)c1)S(C)(=O)=O
→ ?	-10	-23%	i	-15	0.6	2%	11%
> COC(=O)c1ccc(Sc2ccccc2NS(=O)(=O)c2ccc(NC(C)=O)cc2)nc1
→ -3%	-16	i	i	0	0.0	0%	0%
> O=C(NCc1ccncc1)C(=O)NCC1OCCCN1S(=O)(=O)c1cc(F)ccc1F (configuration not stated)
→ 3%	-5	-21%	i	5	-0.3	1%	6%

Only part of the results is shown (hit frequency here may not be typical).
